Bioassay records as filed in PubChem BioAssay.
RAD54 branch = inhibitors of human RAD54 branch migration; Q92698; RAD54 Holliday junction branch migration, FAM/BHQ fluorescence; inhibition, % at 10.4 µM; 360,000 tested, 0.14% active; AID 602329;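 active = mean normalized replicate activity at least 40 and at least half of replicates scoring 40 or more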;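 also: 0% = median of neutral control wells and 100% = median of positive control wells; inhibitors cause a drop in the FAM fluorescence signal; in these data hits start at about 50%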
Target sequence (Q92698 whole entry, looked up): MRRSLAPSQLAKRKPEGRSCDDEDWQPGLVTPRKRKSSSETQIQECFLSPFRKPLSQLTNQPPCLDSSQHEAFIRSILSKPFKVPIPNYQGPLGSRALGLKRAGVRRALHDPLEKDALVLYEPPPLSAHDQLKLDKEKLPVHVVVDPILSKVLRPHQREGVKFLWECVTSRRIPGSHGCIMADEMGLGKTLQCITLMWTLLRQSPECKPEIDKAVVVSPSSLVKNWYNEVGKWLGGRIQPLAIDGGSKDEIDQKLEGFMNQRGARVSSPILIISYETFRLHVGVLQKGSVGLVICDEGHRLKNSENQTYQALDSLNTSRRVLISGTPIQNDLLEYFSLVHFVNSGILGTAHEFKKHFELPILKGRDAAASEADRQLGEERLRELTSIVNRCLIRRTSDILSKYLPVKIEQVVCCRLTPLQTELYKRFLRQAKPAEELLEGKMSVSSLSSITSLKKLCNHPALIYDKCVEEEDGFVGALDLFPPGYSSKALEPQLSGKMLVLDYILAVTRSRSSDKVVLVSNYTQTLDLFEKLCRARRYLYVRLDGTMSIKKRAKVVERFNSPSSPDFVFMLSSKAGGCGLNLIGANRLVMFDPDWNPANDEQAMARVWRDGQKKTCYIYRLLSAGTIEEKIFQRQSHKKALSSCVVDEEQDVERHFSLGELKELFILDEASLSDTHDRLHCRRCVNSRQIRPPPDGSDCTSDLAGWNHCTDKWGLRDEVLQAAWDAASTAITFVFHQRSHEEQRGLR
esBAF inh = SWI/SNF esBAF complex inhibition; reporter increase, % at 12.5 µM; mouse ES cells, Bmi1-luciferase knock-in reporter, 24 h; 100% = twice the neutral-well signal; 350,000 tested, 2% active; in the data active = activation above about 40%;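 also: 0% = median of the plate's neutral control wells and 100% = double that signal; a rise in the Bmi1 reporter signal indicates esBAF inhibition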
FN deposition inh = fibronectin deposition inhibition. AH1F fibroblasts, Alexa488-fibronectin deposition fluorescence, overnight. inhibition, % at 12.6 µM. 350,000 tested, 0.086% active;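 active = mean inhibition across replicates of 30% or more, regardless of how many single replicates reach that level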;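 also: positive control wells lacked labelled fibronectin entirely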
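Material: AH1F fibroblasts assembling fluorescent fibronectin matrix; amount: 10000 AH1F cells/well; medium: DMEM, 2% serum; reagent: Alexa488-fibronectin, 24 nM final in well; dosing: single compound dose, delivered by pin transfer; incubation: 1 h adhesion, overnight exposure; detection: fluorescence after three HBSS washes, excitation 485 nm, emission 525 nm; measure: fibronectin deposition inhibition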
* hit, by the source's call. The list is partial; the hit share may differ from the screen's.

SMILES	RAD54 branch	esBAF inh	FN deposition inh
O=c1c2ccccc2nc(-c2ccc(Cl)cc2Cl)n1-c1ccncc1	9.2	4.1	-5.0
COc1ccccc1CN1CCN(C(=O)COc2ccccc2)CC1	1.4	-0.5	-3.6
CN1C(=O)/C(=C/c2ccc(N3CCCCCC3)o2)C(=O)NC1=S	-37.5	3.1	-5.3
COc1ccccc1N=C1SCCCN1C	2.0	-1.6	-4.0
COc1cc(C)c(CN2CCN(c3ccccc3)CC2)cc1C	1.5	4.6	-4.5
CCOC(=O)C1C(=O)N(C)C2(C)CC1c1cc(OC)ccc1O2 (stereo unspecified)	-11.5	-3.5	-1.6
CC(N=Cc1c(O)[nH]c(=O)[nH]c1=O)c1ccccc1 (stereo unspecified)	8.7	-17.2	8.8
OC(Cn1c2ccccc2c2ccccc21)C[n+]1ccccc1 (stereo unspecified)	33.3	-7.8	0.1
Cc1cc(N2C(=O)C3CCCN3C2c2cccc(Cl)c2)no1 (stereo unspecified)	-4.9	-3.8	-4.5
CP(=O)(O)CCCN	-8.1	-2.6	4.7
O=C(Cc1ccccc1)Oc1ccc(N2C(=O)CCC2=O)cc1	-11.1	-6.8	-3.8
CCC(C)NC(=O)c1c(N)n(CCCOC)c2nc3ccccc3nc12 (stereo unspecified)	-3.1	-8.6	2.9
CCCCc1nc(N2CCNCC2)c(C#N)c2c1CSC(C)(C)C2	-1.0	-5.1	-9.8
CCCCn1c(O)c(C(C)=Nc2ccc(C(=O)O)cc2)c(=O)[nH]c1=O	-5.3	-2.0	3.3
CN1CCN(C(=O)COc2ccc(C(C)(C)C)cc2Br)CC1	-31.4	1.7	-5.6
O=C(C1CCC(=O)N1Cc1ccccc1Cl)N1CCC2(CC1)OCCO2 (stereo unspecified)	-3.9	-11.8	-1.7
O=c1cccc2n1CC1CC2CN(Cc2cccc(Cl)c2Cl)C1 (stereo unspecified)	-8.6	6.1	-0.6
CCC(=NCc1ccc2c(c1)OCO2)c1c(O)n(C2CCCCC2)c(=O)[nH]c1=O	5.0	7.0	-3.0
Cc1c(/C=N/O)c2ccccc2n1C	-4.5	-9.3	3.0
O=c1c2ccccc2[nH]c(=S)n1-c1ccc2c(c1)OCO2	3.3	-3.7	0.1
CCOc1ccc(N=Cc2c(O)n(C(C)(C)C)c(=O)[nH]c2=O)cc1	-2.1	4.5	-3.3
Nc1ccccc1C(=O)OC1CSC1	-6.4	-0.3	-3.1
Cc1sc2c(c1C)C(c1ccc(C(C)(C)C)cc1)=NCC(=O)N2CC(=O)Nc1nccs1	6.0	1.1	-18.7
O=C1N(CN2CCOCC2)c2ccccc2C1(O)c1c[nH]c2ccccc12 (stereo unspecified)	-2.0	-0.3	-10.6

The closing six records of the section above are carried over, then new ones follow.
SMILES	RAD54 branch	esBAF inh	FN deposition inh
Cc1c(/C=N/O)c2ccccc2n1C	-4.5	-9.3	3.0
O=c1c2ccccc2[nH]c(=S)n1-c1ccc2c(c1)OCO2	3.3	-3.7	0.1
CCOc1ccc(N=Cc2c(O)n(C(C)(C)C)c(=O)[nH]c2=O)cc1	-2.1	4.5	-3.3
Nc1ccccc1C(=O)OC1CSC1	-6.4	-0.3	-3.1
Cc1sc2c(c1C)C(c1ccc(C(C)(C)C)cc1)=NCC(=O)N2CC(=O)Nc1nccs1	6.0	1.1	-18.7
O=C1N(CN2CCOCC2)c2ccccc2C1(O)c1c[nH]c2ccccc12 (stereo unspecified)	-2.0	-0.3	-10.6
CCOc1ccc(-n2c(-c3ccoc3)nc3ccccc3c2=O)cc1	1.1	-12.4	0.0
CCOc1cc2[nH]c(=S)n(CCCC(=O)N3CCC4(CC3)OCCO4)c(=O)c2cc1OCC	4.9	-0.4	9.6
O=c1[nH]c2c(c(=O)n1C1CCCCC1)CCC2	-1.2	-7.9	6.7
CCC(=NCCc1c[nH]c2ccccc12)c1c(O)n(C)c(=O)n(C)c1=O	-10.6	5.4	12.7
Cc1ccnc(-n2c(-c3ccco3)nc3ccccc3c2=O)c1	15.6	-0.7	-8.1
c1ccc(CCn2nnnc2CN2CCC(n3nnc4ccccc43)CC2)cc1	-4.0	-12.8	0.5
C=CCN1C(=O)CSc2ccc(C(=O)N3CCC4(CC3)OCCO4)cc21	-5.0	-7.1	4.6
CC(C)N(CC(O)c1cccc([N+](=O)[O-])c1)C(C)C (stereo unspecified)	-10.4	3.6	-4.1
O=C1NC(=O)C(Cc2cccs2)C(=O)N1	10.7	-4.8	3.1
O=C(c1ccccc1F)c1cn(CC(=O)N2CCOCC2)c2ccccc12	3.6	-4.2	9.6
CC(=O)Nc1ccccc1C(=O)OCC(=O)c1ccc2ccccc2c1	-1.2	22.8	-2.0
COc1ccc(CCN(C)Cc2ccc(F)cc2F)cc1OC	-13.3	3.4	-9.4
Cn1c(O)c(C(=O)c2ccccc2F)c(=O)n(C)c1=O	-10.3	-4.5	-14.5
COc1ccc(CCn2c(O)c(C=NCCN3CCCCC3)c(=O)[nH]c2=O)cc1OC	-10.2	2.1	-0.4
Cc1nc2nc(SCC(=O)N3CCC4(CC3)OCCO4)nn2c(C)c1Cc1ccccc1	6.3	2.7	-7.8
COc1ccc(OC)c(C2=NOC(C(=O)N3CCC4(CC3)OCCO4)C2)c1 (stereo unspecified)	6.1	4.0	-1.8
CCOC(=O)C1=C(N)Oc2cc(C)oc(=O)c2C12C(=O)N1c3c(cccc32)C(C)=CC1(C)C (stereo unspecified)	-0.4	-10.4	-3.7
COc1ccccc1N1CCN(Cc2ccccc2F)CC1	-1.8	-2.0	-4.9
Cc1nc2ccccc2c(=O)n1-c1ccc(F)cc1	4.6	2.8	-0.7
S=C1CN=C(c2ccccc2)c2cc(Cl)ccc2N1	-2.8	-12.4	-1.4
CCCC1=C(C(=O)OCC)C2(C(=O)Nc3ccccc32)C(C#N)=C(N)O1 (stereo unspecified)	4.9	3.2	-2.0
O=C1C2CCCN2C(c2ccncc2)N1c1ccc(Cl)c(Cl)c1 (stereo unspecified)	3.2	1.3	-8.8
CC(C)(C)NC(=O)Cn1cc(C(=O)c2ccccc2F)c2ccccc21	16.2	-3.0	-10.7
Cc1nc2sccc2c(=O)n1-c1ccccc1Cl	1.0	4.3	-18.4
O=C(Nc1ccc(F)cc1)N1CC2CC(C1)c1cccc(=O)n1C2 (stereo unspecified)	8.2	2.4	4.2
N[C@@H](Cc1c[nH]c2ccccc12)c1nnc(SCc2ccccc2)o1	-17.4	1.2	-1.5
CCCC(C)C1(CC)C(=O)NC(=Nc2ccccc2)NC1=O (stereo unspecified)	-1.4	-7.9	1.1
Cc1ccccc1OCCN=Cc1c(O)n(C)c(=O)n(C)c1=O	-11.8	-3.1	13.4
CCCC12CN3CC(CCC)(CN(C1)C3c1ccccn1)C2=O (stereo unspecified)	-8.7	-14.5	6.0
Cc1nn(-c2ccccc2)c2c1CC1(C(=O)N(C)C(=O)N(C)C1=O)C1CCCCN21 (stereo unspecified)	5.3	-3.8	-0.5
CC(=Nc1c(C)n(C)n(-c2ccccc2)c1=O)c1c(O)n(Cc2ccccc2)c(=O)[nH]c1=O	-1.5	3.3	1.5
CC(=NCCN1CCOCC1)c1c(O)n(-c2ccccc2C)c(=O)[nH]c1=O	-15.1	9.1	-47.5
C=CCOC(=O)C1=C(C)OC(N)=C(C#N)C12C(=O)N(CN1CCOCC1)c1ccccc12 (stereo unspecified)	-3.9	-3.5	16.8
CC(=O)NC1CC2CCCC(C1)N2 (stereo unspecified)	5.6	0.8	-1.8
CCN(CC)C(=O)c1ccc(NC(=O)c2cc(-n3cnnc3)ccc2Cl)cc1	-5.0	0.0	-0.6
CC1(C)CN2C(c3ccc(Cl)cc3)N2C1 (stereo unspecified)	-5.7	-0.2	4.9

3 entries already listed, ordered by molecular weight, rising:
SMILES	RAD54 branch	esBAF inh	FN deposition inh
O=C(Nc1ccc(F)cc1)N1CC2CC(C1)c1cccc(=O)n1C2 (stereo unspecified)	8.2	2.4	4.2
CCN(CC)C(=O)c1ccc(NC(=O)c2cc(-n3cnnc3)ccc2Cl)cc1	-5.0	0.0	-0.6
Cc1nn(-c2ccccc2)c2c1CC1(C(=O)N(C)C(=O)N(C)C1=O)C1CCCCN21 (stereo unspecified)	5.3	-3.8	-0.5

(cont.)
SMILES	RAD54 branch	esBAF inh	FN deposition inh
Clc1cccc(N2CCNCC2)c1Cl	-0.7	-5.9	1.0
CCCCn1c(O)c(C(CC)=NCc2ccc3c(c2)OCO3)c(=O)[nH]c1=O	-5.8	3.8	7.9
Cc1ccc(C2(O)CCN3CCCCC32)cc1 (stereo unspecified)	2.3	-10.8	9.5
Cc1nc2ccccc2c(=O)n1-n1cnnc1	-2.0	2.9	3.3
N[C@@H](Cc1c[nH]c2ccccc12)c1nnc(SCc2ccc(Cl)cc2)o1	-1.3	8.4	2.4
CC(C)(C)OC(=O)c1c(N)n(Cc2ccco2)c2nc3ccccc3nc12	1.8	17.0	7.9
CCCCn1c(O)c(C(CC)=Nc2ccc(OC)cc2OC)c(=O)[nH]c1=O	-3.2	8.8	0.8
N/C(=N\N=C\c1ccc(O)cc1O)N[N+](=O)[O-]	6.7	-4.7	3.7
C=CCN1C(=O)C2(C(C(=O)OCC)=C(N)Oc3ccccc32)C2=C1CCCC2=O (stereo unspecified)	6.0	-7.9	-1.3
C[N+]12CN3CN(CN(C3)C1)C2	1.4	-3.5	0.4
CCCCn1c(O)c(C(C)=NCc2ccc(F)cc2)c(=O)[nH]c1=O	-14.7	-2.7	-6.8
CC(C)OC(=O)C1C(=O)NC2(C)CC1c1ccccc1O2 (stereo unspecified)	1.4	1.5	3.6
O=C(C1CC(=O)N(C2CCCC2)C1)N1CCC2(CC1)OCCO2 (stereo unspecified)	2.2	2.4	3.0
CC(C(=O)Nc1ccc(Br)cc1C(=O)c1ccccc1)N1CCCCC1 (stereo unspecified)	-0.6	-6.9	-11.7
O=C(Cc1ccccc1)Oc1ccc(N2C(=O)C3CCCCC3C2=O)cc1 (stereo unspecified)	-1.6	-1.8	-1.7
O=C(N/N=C1/CN2CCC1CC2)c1cc2ccccc2cc1O	3.0	5.0	4.6
CC(C)Cn1cc(C(=O)N2CCC3(CC2)OCCO3)c2c3ccccc3n(C)c2c1=O	8.5	-6.8	1.6
CCCc1nc2ccccc2c(=O)n1-c1ccc(OC)cc1	-2.8	-2.7	-3.1
CC(=O)C1C(=O)NC23CCCCC2C1c1ccccc1O3 (stereo unspecified)	4.9	7.5	-1.7
CCSc1nnc(C(N)Cc2ccccc2)o1 (stereo unspecified)	-14.2	-5.8	-0.2
CN(C)C(=O)Oc1cccc2c(OC(=O)N(C)C)cccc12	1.4	-9.3	8.5
Cc1ccccc1-n1c(O)c(C=Nc2ccc(N(C)C)cc2)c(=O)[nH]c1=O	-3.4	16.5	-6.1
CNCCc1nc(N)n[nH]1	-2.3	-5.0	1.1
O=c1[nH]c(=S)n(CCC2=CCCCC2)c(O)c1C=NCCCn1ccnc1	5.0	20.1	9.5
CN1C(=O)c2ccccc2Sc2ccc(C(=O)N3CCC4(CC3)OCCO4)cc21	2.9	6.3	1.0
CC1(C)COC(Nc2cccc(Cl)c2)=N1	1.2	15.3	-4.9
CCOC(=O)C1=C(C)OC(N)=C(C#N)C12C(=O)Nc1ccc(C)cc12 (stereo unspecified)	-14.4	-4.4	-2.8
CC(=NCc1ccc(F)cc1)c1c(O)n(C)c(=O)n(C)c1=O	6.1	-1.5	3.7
O=C(Cn1cnc2ccccc2c1=O)NCCC(=O)N1CCC2(CC1)OCCO2	3.5	-4.0	-5.2
CC(Cc1ccccc1)[n+]1cc(/N=C(\[O-])Nc2ccccc2)on1 (stereo unspecified)	4.9	10.3	-3.9
COc1ccc2c(c1)CC1(CN2C)C(=O)NC(=O)N(c2ccc(F)cc2)C1=O (stereo unspecified)	0.2	1.2	11.3
Cn1c(O)c(C(c2ccccn2)c2c(O)n(C)c(=S)[nH]c2=O)c(=O)[nH]c1=S	0.5	26.3	-5.0
O=c1[nH]c(=O)n(CCc2ccccc2)c(O)c1C=NCc1ccc2c(c1)OCO2	0.1	-1.1	-4.7
FC(F)(F)c1ccc2c(c1)ncn2C1CCN(Cc2nnnn2C2CCCCC2)CC1	0.3	3.2	-1.5
O=C1NC(=O)C(CCc2ccncc2)(c2ccccc2)C(=O)N1	3.1	-11.2	3.0
CC[N+](CC)(CC)CCCCCCCCCC[N+](CC)(CC)CC	-0.5	4.0	3.1
